Bioassay records from PubChem BioAssay.
NCOA3 inh = inhibitors of human steroid receptor coactivator 3 (SRC3); 0.17% of 360,000 active; inhibition, % at 3.6 µM; HEK293 GAL4-SRC3 luciferase reporter, luminescence; AID 588352; Q9Y6Q9;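 active = inhibition above a per-campaign cutoff, the mean of all compounds plus 3 SD, cut at about 60% in these data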;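 also: 0% = DMSO-treated cells and 100% = gossypol-treated cells at 36 µM; higher means less SRC3-driven luciferase light from the GAL4 reporter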
LMP1 NFkB inh = reduces LMP1-driven NF-kappaB luciferase signal. AID 504558. inhibition, % at 12.5 µM. 0.69% of 350,000 active. LMP1-induced NF-kappaB luciferase reporter cells, luminescence; in the data active = inhibition above about 41%;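 also: 0% = neutral control wells and 100% = reference inhibitor control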
TROY NFkB inh = blocks TROY-dependent signaling in reporter cells | Q293 LMP1-TROYcd NF-kB luciferase reporter, 4 h | inhibition, % at 10 µM | 0.98% of 360,000 active;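 active = compounds whose plate-normalised and pattern-corrected inhibition of the luciferase reporter signal at the single screening dose is 50% or more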
TLR9-MyD88 inh = blocks human TLR9 binding to MyD88 | CHO BLA complementation TLR9-MyD88, CCF4 FRET ratio | inhibition, % at 4.98 µM | 0.21% of 340,000 active | Q9NR96+Q99836 | AID 504734;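 active = inhibition above the mean over all tested compounds plus 3 SD, cut at about 21% in these data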;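 also: 0% = DMSO only wells and 100% = clavulanate BLA inhibitor control wells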
NOD2-RIPK2 inh = blocks binding of human NOD2 to RIPK2; CHO BLA complementation NOD2-RIPK2, CCF4 ratio; inhibition, % at 4.98 µM; 0.38% of 360,000 active; in the data active = inhibition above about 21%;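 also: 0% = vehicle only and 100% = reference blocker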
Vif inh = HIV Vif inhibition | HEK293T cells, Vif self-association by quenched fluorescence, imaging, 24 h | AID 602346 | 0.35% of 340,000 active | inhibition, % at 7.49 µM; in the data active = inhibition above about 50%, passing the limit was not always enough; also: some results filed as inactive read as strong as hits
NCOA1 inh = inhibits human SRC1 coactivator. Q15788. HEK293 GAL4-SRC1 luciferase reporter, luminescence. inhibition, % at 3.6 µM. 0.12% of 360,000 active;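 active = inhibition above the campaign mean plus 3 SD, with each screening campaign given its own cutoff, cut at about 60% in these data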;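 also: 0% = DMSO treated cells and 100% = gossypol at 36 µM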
LRH-1 inv ag = NR5A2 inverse agonism in reporter assay | HEK293T StAR-luciferase reporter, LRH-1 transfected, 24 h | inhibition, % at 3.6 µM | 0.13% of 360,000 active;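 active = inhibition above the mean inhibition of all tested compounds plus 3 SD, cut at about 73% in these data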;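 also: 0% = DMSO wells and 100% = reporter-only cells lacking LRH-1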
NCOA2 inhibitor = inhibits human steroid receptor coactivator 2; 0.17% of 370,000 active; HEK293 GAL4-SRC2 luciferase reporter, luminescence; Q15596; inhibition, % at 9 µM;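 active = inhibition above the mean inhibition of all tested compounds plus 3 SD, set per campaign, cut at about 52% in these data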;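 also: 0% = DMSO treated cells and 100% = cells given Gossypol at 36 µM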
Target sequence (Q15596 whole entry, looked up, the tested form may be a part): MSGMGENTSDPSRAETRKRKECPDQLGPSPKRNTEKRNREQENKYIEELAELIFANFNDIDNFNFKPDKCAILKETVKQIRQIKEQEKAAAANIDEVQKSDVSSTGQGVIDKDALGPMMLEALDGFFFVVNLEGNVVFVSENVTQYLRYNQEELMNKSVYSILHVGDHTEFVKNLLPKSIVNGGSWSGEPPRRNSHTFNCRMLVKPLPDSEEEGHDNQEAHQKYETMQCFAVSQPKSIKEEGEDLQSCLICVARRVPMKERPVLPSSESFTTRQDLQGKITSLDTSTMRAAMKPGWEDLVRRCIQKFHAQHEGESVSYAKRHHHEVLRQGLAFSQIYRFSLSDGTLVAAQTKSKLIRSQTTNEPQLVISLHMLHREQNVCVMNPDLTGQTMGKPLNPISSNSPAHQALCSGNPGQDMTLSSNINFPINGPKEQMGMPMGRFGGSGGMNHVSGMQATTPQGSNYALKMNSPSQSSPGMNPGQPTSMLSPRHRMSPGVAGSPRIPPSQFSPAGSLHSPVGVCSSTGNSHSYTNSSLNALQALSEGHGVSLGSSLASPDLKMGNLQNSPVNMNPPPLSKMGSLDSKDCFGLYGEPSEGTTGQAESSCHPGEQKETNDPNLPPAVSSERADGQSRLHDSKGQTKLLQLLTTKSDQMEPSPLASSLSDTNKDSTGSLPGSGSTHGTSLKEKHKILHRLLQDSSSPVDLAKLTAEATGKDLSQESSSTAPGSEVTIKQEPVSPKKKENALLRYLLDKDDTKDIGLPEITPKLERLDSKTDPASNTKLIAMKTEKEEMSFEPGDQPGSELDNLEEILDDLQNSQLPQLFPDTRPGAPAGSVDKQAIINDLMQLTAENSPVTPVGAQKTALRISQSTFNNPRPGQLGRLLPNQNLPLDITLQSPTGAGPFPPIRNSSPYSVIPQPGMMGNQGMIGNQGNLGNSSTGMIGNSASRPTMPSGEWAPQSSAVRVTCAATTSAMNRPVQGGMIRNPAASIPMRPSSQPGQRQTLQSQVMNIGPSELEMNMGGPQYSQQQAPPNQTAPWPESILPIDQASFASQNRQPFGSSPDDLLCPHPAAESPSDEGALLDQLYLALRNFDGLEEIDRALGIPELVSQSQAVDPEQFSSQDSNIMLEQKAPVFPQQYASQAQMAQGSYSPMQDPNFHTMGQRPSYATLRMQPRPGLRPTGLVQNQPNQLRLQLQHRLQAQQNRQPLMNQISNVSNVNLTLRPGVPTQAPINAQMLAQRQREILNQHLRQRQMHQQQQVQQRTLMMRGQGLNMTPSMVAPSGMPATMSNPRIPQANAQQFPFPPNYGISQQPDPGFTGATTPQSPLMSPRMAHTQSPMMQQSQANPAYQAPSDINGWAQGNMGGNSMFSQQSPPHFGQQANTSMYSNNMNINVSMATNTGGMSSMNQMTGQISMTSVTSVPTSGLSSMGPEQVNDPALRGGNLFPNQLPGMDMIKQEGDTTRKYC
COUP-TFII inh = inhibitors of human COUP-TFII (NR2F2). P24468. HEK293T NGFI-A luciferase reporter, luminescence. inhibition, % at 8.6 µM. 0.7% of 370,000 active;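 active = inhibition above a per-plate cutoff, mean inhibition of test wells between control levels plus 3 SD, cut at about 38% in these data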;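 also: cells cotransfected with COUP-TFII expression vector driving the NGFI-A reporter; 0% = median of COUP-TF2 test wells and 100% = reporter-only cells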
C8 TRAIL sens = sensitizes caspase-8 expressing cells to TRAIL | 1% of 360,000 active | NB7+C8 cells + TRAIL, ATPlite viability luminescence | inhibition (viability loss, TRAIL sensitization), % at 10 µM;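 active = compounds causing at least 50% loss of cell viability in the single-dose screen, relative to plate controls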
Starred values were filed as active, the others as inactive; · = no result given.

SMILES	NCOA3 inh	LMP1 NFkB inh	TROY NFkB inh	TLR9-MyD88 inh	NOD2-RIPK2 inh	Vif inh	NCOA1 inh	LRH-1 inv ag	NCOA2 inhibitor	COUP-TFII inh	C8 TRAIL sens
COc1ccc(C2Sc3nncn3N2Cc2ccc(C#N)cc2)cc1 (centres undefined)	11.8	-10.5	·	-2.2	-11.9	-3.7	-40.5	2.4	-3.3	-1.0	6.4
Cc1cc(N)n(-c2ccc(S(=O)(=O)N3CCCC3)cc2[N+](=O)[O-])n1	13.6	15.2	1.5	-3.5	11.2	-2.4	4.3	2.9	-42.5	16.7	-11.7
COc1ccc(CC(=O)N/N=C/c2ccc(C)s2)cc1	4.3	-3.4	-45.6	-4.2	-7.0	-4.7	-25.7	-12.0	-13.9	-15.7	0.0
O=C(Cn1nc(C(=O)O)c2ccccc2c1=O)Nc1ccc(Cl)c(S(=O)(=O)N2CCOCC2)c1	0.7	-3.8	27.2	10.3	-7.3	5.7	-28.9	4.1	1.4	6.5	20.4
CC(C)c1ccc(OCC(O)CNC(C)c2ccccc2)cc1 (centres undefined)	3.2	-6.4	-7.3	-7.3	-1.3	0.0	-0.1	-9.8	-6.2	-2.3	15.5
O=C(NC(=O)N1CCN(c2ccccc2F)CC1)c1ccccc1	-18.7	-7.7	-23.5	3.8	-3.8	88.5*	5.3	5.6	-65.1	8.1	2.4
COc1cc(/C=C/C(=O)O)ccc1O	2.1	-1.6	-2.1	-1.1	-7.0	10.1	-12.8	-26.5	12.0	0.1	3.4
COc1ccc(C(=O)CCC(=O)N2CCN(c3ccccc3)CC2)cc1	-3.3	11.3	1.0	-6.5	6.2	-4.2	-8.9	-4.6	3.9	2.2	-9.4
CCCOc1ccc(C(=O)Nc2ccc3c(c2)OCCO3)cc1	-87.7	-9.4	-22.6	10.2	-9.9	-12.6	-101.1	-144.5	-107.0	-33.9	48.8
COc1ccc2c(c1)CCC1(C)CC(=O)C(Br)=C21 (centres undefined)	11.7	5.7	11.0	5.9	-3.8	15.7	15.9	0.2	23.3	-2.5	-7.0
CC12CCC(=O)N1C(C(=O)Nc1cccc(F)c1)CS2 (centres undefined)	1.1	-1.8	12.5	3.1	-9.8	-2.8	-7.2	6.4	0.9	10.8	-8.8
Cc1ccc(C(=O)N/N=C\c2ccc(-c3ccc(Cl)cc3)o2)cn1	18.9	-25.2	-33.2	-3.9	11.8	-7.3	8.6	-19.4	-6.9	-13.3	7.7
CCOC(=O)c1sc(=S)n(-c2cccc(C(F)(F)F)c2)c1SC	8.1	-14.4	4.4	-4.7	-2.5	-9.4	5.3	-1.2	-17.2	22.6	24.1
CN(C)/C=C/C1=CC(=O)CC(C)(C)C1	8.6	-7.2	-6.2	2.1	-2.3	3.6	-5.7	2.0	-2.9	1.2	-3.3
[O-]/C(=C(\C(=S)Nc1cccc2ccccc12)[n+]1ccccc1)c1ccc2c(c1)OCCO2	21.2	-1.0	83.7*	-10.1	-0.7	-10.5	4.8	18.5	12.5	6.0	7.3
COc1ccc(NC(=O)CSc2ccc3nnc(CCNC(=O)c4ccccc4)n3n2)cc1	-0.4	-9.1	-1.0	-9.3	-3.8	·	-18.2	0.2	9.1	14.2	-17.1
O=C(NCc1ccccc1Cl)C1CCC(=O)N(CC2CCCCC2)C1 (centres undefined)	12.2	4.2	-2.1	6.3	-2.4	-11.8	-39.9	-0.4	-4.2	-3.1	-4.6
COc1ccc(OC)c(NC(=O)c2cc(-c3c(C)cc(C)cc3O)n[nH]2)c1	17.4	8.5	29.9	11.5	-1.8	-10.9	28.0	-2.2	-13.9	6.9	-12.7
O=C(C[C@H]1C[C@H](C(=O)N2CCOCC2)[C@@]2(CCC3CCCC3)c3[nH]c4cc(-c5ccco5)ccc4c3CCN2C1=O)NCCc1ccccn1	4.3	9.2	-2.0	-11.9	-4.0	-16.7	3.6	-22.4	-3.0	3.7	0.3
COc1ccc(Cc2nnc(NS(=O)(=O)Cc3ccccc3)s2)cc1	15.9	-4.1	-7.2	-2.3	-10.7	10.2	-3.0	10.7	14.9	2.3	1.7
C=CCNC(=S)N1CCc2c([nH]c3ccccc23)C1C (centres undefined)	7.5	-7.3	3.7	10.5	0.5	-0.8	8.3	-2.4	-19.1	0.4	-1.9
CC(=O)c1ccc(NC(=O)Nc2ccc([N+](=O)[O-])cc2)cc1	15.7	6.6	4.1	-14.8	-6.2	3.8	9.8	-8.1	12.3	-7.2	3.8
Cc1ccccc1P(=O)(c1ccccc1)c1ccccc1C	-2.1	-1.2	-3.6	0.6	-4.5	14.5	-7.5	-2.9	3.1	2.8	-1.2
Cc1ccccc1NC(=O)CCCNC(=O)c1ccc(Cl)cc1	-30.6	-2.0	-0.1	-9.8	4.1	-8.1	5.3	8.6	8.3	-3.7	-3.6
CN(Cc1ccccc1)C(=O)CN(c1ccccc1Cl)S(C)(=O)=O	5.2	-1.7	-10.8	4.6	0.7	0.8	-8.5	21.1	-28.3	10.6	3.4
c1ccc2c(c1)-c1nc3ccccc3cc1C2N1CCCCC1 (centres undefined)	-7.2	2.7	-60.7	-0.1	-10.4	-2.8	-30.9	-26.5	-37.9	-51.2	5.3
Cc1cc(C(=O)Nc2ncn(Cc3ccc(F)cc3)n2)ccc1[N+](=O)[O-]	10.6	-7.7	-3.2	-8.7	-10.2	-1.8	3.8	6.0	-2.6	9.1	4.7
O=C1CC(Nc2ccccc2)C(=O)N1Cc1ccccc1 (centres undefined)	9.7	2.1	7.0	-4.3	-1.3	-5.6	-2.1	-7.7	0.3	-17.0	0.3
CCOC(=O)NN1C(=O)c2ccccc2NC1c1cccs1 (centres undefined)	14.3	3.4	-11.9	8.4	-9.3	·	15.8	4.3	-8.2	-21.9	-0.3
Cc1ccc(S(=O)(=O)N2CCN(C(=O)COC(=O)CNC(=O)c3ccc(C(C)(C)C)cc3)CC2)c(C)c1	-17.1	-2.1	-11.8	-4.6	-3.7	-9.4	-26.4	-7.0	-5.0	11.2	4.1
COc1ccc(C(=O)N2CCCC(N3CCN(c4ccccc4F)CC3)C2)c(OC)n1 (centres undefined)	-19.7	6.0	10.8	-6.7	0.3	-4.0	-10.3	-2.0	-8.5	6.8	-0.4
Cc1cc(-n2cnnn2)cc(C)c1S(=O)(=O)NCCOc1ccccc1	13.8	4.1	-11.6	-3.6	0.1	2.1	-37.9	9.6	10.9	12.2	-3.7
COCCn1c(=O)[nH]c2cc(C(=O)Nc3cccc(C(C)=O)c3)ccc2c1=O	-7.0	4.4	4.0	-3.2	2.4	13.7	12.0	13.6	·	·	-10.4
O=C1C2C3C=CC(CC3)C2C(=O)N1/N=C/c1ccc(O)cc1 (centres undefined)	-18.2	-4.6	-14.0	-1.7	-3.3	9.6	-11.5	-5.7	1.7	2.1	31.5
Cc1nc(SCC(N)=O)[nH]c(=O)c1Cc1ccc(OC(C)C)cc1	-4.8	-1.5	-2.1	-3.5	-6.0	-11.9	-24.7	-0.7	-23.5	5.7	4.8
O=C(NCCc1ccccc1)C(=O)c1cn(CC(=O)N2CCCC2)c2ccccc12	-13.5	-3.0	10.7	6.5	-4.4	8.0	5.6	8.7	7.5	-3.1	14.2
COC(=O)c1cc(-c2ccc(Br)cc2)c2c(=O)[nH]c(=O)n(C)c2n1	7.3	0.7	-9.3	10.6	-14.8	8.1	9.9	15.5	5.0	-25.0	-5.7
O=C(O)c1cccc(Nc2c3ccccc3nc3ccccc23)c1	-15.4	-1.1	-28.4	-19.9	-16.5	22.6	-2.8	-15.2	6.8	-7.3	6.3
CC(=O)N1N=C(c2ccc(Cl)cc2)OC1c1ccc(C(C)C)cc1 (centres undefined)	-13.1	-3.5	11.5	3.9	4.4	·	-18.7	-2.9	-43.4	-4.7	-3.3
O=C(CCS(=O)(=O)c1ccc(Br)cc1)NCc1ccco1	20.6	-4.1	16.0	-7.9	7.7	-6.7	-17.5	-14.1	-11.1	9.6	7.1
COC(=O)c1cccc(C23CC4(C2)[C@H](CN(Cc2ccc(-c5ccccc5)cc2)[C@@H]4c2ccccc2)C3c2ccccc2)c1 (some centres undefined)	-1.1	-5.2	-2.9	5.2	-14.1	6.7	-10.5	-6.5	-0.1	5.7	-12.9
O=C(N1CCOCC1)N1CCN(S(=O)(=O)N2CCOCC2)CC1	14.6	-5.1	-17.0	-1.0	-16.8	-8.2	7.3	9.8	11.0	12.9	5.7
O=c1cc(CSc2ccc(Cl)cc2)nc(-c2ccccc2)[nH]1	-1.9	-2.4	-22.0	·	-11.3	1.1	0.8	2.3	-13.6	-15.3	-2.0
O=C(COC(=O)c1cccnc1Cl)Nc1ccccc1OC(F)F	-4.0	0.0	-18.8	4.2	-2.5	5.9	-0.8	14.9	2.2	13.5	2.0
CCN1CCc2nc(N)sc2C1	7.1	-2.7	11.9	-4.5	-1.4	-0.7	7.0	7.0	-5.2	-0.1	9.3
Cc1ccc(NS(=O)(=O)c2ccc3c(c2)n(C)c(=O)c(=O)n3C)c(C)c1	-0.3	2.6	0.8	-1.3	3.1	1.8	7.3	0.9	-17.4	-8.1	-14.8
O=C(Nc1cccc(-c2ccc(N3CCOCC3)nn2)c1)c1cccc(Cl)c1	-49.9	-8.1	-20.7	-3.2	-1.7	0.0	-16.5	-35.6	-13.9	-33.6	25.1
O=S(=O)(Nc1ccc(S(=O)(=O)N2CCCCCC2)cc1)c1cccs1	24.4	3.3	-6.0	6.0	1.7	4.4	5.7	-17.8	-17.1	7.4	6.3
Cc1ccc(OCCN2C(=O)CSC2=O)cc1	-0.4	-2.3	-6.2	-0.1	-2.7	-12.8	-5.5	33.2	-39.2	-17.9	2.5
CCS(=O)(=O)N1CCN(C(=O)c2ccc3nc(C)c(N(C)C(=O)CCc4ccccc4)n3c2)CC1	12.2	·	-3.1	·	-1.1	-5.1	-4.2	-5.9	-19.0	-10.7	-9.2
CCCN(CCO)Cc1ccc(Cl)c(Cl)c1	-4.3	-7.2	-5.5	0.5	-6.5	4.8	5.9	4.0	-15.2	2.4	-8.4
CCOc1ccc(NC(=O)N2CCN(S(C)(=O)=O)CC2)cc1	-0.4	2.5	2.0	2.6	6.1	-4.6	5.7	-7.8	10.2	-3.6	-4.4
CC(Sc1nnnn1C)C(=O)Nc1ccccc1 (centres undefined)	3.7	-13.0	-3.3	5.8	-4.2	11.4	16.2	11.1	-12.8	3.8	2.5
Cc1ccc(S(=O)(=O)N2CCOCC2)cc1NC(=O)COC(=O)C1(C)CC1(Cl)Cl (centres undefined)	10.4	1.6	1.7	1.4	4.6	22.4	8.5	-2.9	4.3	-12.0	14.5
CC1(C)CC(=O)c2c(O)cc(OCc3ccc([N+](=O)[O-])cc3)cc2O1	-114.5	-23.6	-10.6	0.6	0.7	-0.8	-79.5	-44.7	-26.9	0.3	3.4

These rows are one share of the data, so the mix of outcomes need not match the whole.
